# TrxR1 substrate: qHTS Assay for Substrates of Mammalian Selenoprotein Thioredoxin Reductase 1 (TrxR1): qHTS; Potency, µM (series often up to 114 µM), without a hit: top-dose activity change, negative = substrate turnover; purified TrxR1 substrate turnover, NADPH consumption readout; Thioredoxin reductase 1, cytoplasmic (Rattus norvegicus), O89049; actives 0.01% (n = 390,000); also: % is scaled to controls: 0 for no effect and ±100 for the full control effect; nearly all actives have a fitted effect of over 50% in size
# Target sequence (O89049 whole entry, looked up): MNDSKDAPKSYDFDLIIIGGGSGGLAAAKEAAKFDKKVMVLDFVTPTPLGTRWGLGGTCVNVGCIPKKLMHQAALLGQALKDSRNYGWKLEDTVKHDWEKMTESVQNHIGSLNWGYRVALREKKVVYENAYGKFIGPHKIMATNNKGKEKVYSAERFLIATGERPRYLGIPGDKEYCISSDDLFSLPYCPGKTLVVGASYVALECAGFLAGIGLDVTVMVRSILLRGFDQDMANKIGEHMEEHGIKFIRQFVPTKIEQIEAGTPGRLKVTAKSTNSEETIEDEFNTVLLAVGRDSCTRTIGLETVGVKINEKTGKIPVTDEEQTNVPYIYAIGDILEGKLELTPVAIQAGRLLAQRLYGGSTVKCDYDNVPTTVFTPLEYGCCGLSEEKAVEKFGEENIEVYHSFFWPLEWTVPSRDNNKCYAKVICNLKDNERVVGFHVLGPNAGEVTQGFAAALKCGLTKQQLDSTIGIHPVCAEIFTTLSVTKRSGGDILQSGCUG
#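 Rat TrxR1, dispensed at 90 nM, was prereduced with 400 uM NADPH (final) for 5 min at ~22 deg C, then incubated with compound 15 min before 400 uM selenite. A first-read NADPH fluorescence drop versus no-compound background flagged substrates.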
# USP1 inh: Inhibitors of USP1/UAF1: Primary Screen; AID 743255, 2014; Ubiquitin carboxyl-terminal hydrolase 1 (Homo sapiens), O94782; actives 0.23% (n = 390,000); recombinant USP1/UAF1, Ub-Rhodamine cleavage fluorescence; Potency, µM (highest dose often 57.1 µM), for inactives: at the top dose activity change, negative = inhibition, hits mostly inhibitors; also: % is scaled to controls: 0 for no effect and ±100 for the full control effect; nearly all actives have a fitted effect of over 60% in size; inactives centre near -12
#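 1 nM enzyme complex + cpd, 15 min RT; start with Ub-Rho 150nM final; kinetic fluorescence ex 480/em 540, 6 reads q60 s. Buffer 50mM HEPES pH 7.8, 0.5mM EDTA, 0.1 mg/ml BSA, 1mM TCEP, 0.01% Tween-20.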
# Vif-APOBEC3F blk: qHTS for Inhibitors of Vif-A3F Interactions: qHTS; HeLa A3F-eYFP + Vif (tagged APOBEC3F with the HIV-1 protein that degrades it), YFP fluorescence increase; Potency, µM (top dose mostly 46.1 µM), inactives show at the highest dose activity, negative = active; actives 0.2% (n = 390,000); AID 602313, 2012; also: % of control where 0% means no effect; nearly all actives have a fitted effect of over 65% in size
#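 Fluorescence increase (Ex 488/Em 500-530) after overnight compound treatment at 37 deg C flags inhibition of Vif-driven A3F-eYFP loss in stable HeLa A3F-eYFP/Vif cells seeded overnight beforehand.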
# RXFP1 ag: qHTS Assay for Agonists of the Relaxin Receptor RXFP1. HEK293T-RXFP1 cAMP TR-FRET, 30 min; response scale: percent of porcine relaxin response, buffer zero. Potency, µM (titrated, usually from 57.5 µM), without a hit: at the highest dose activation, usual class: activators. actives 0.3% (n = 370,000); also: % is scaled to controls: 0 for no effect and ±100 for the full control effect; nearly all actives have a fitted effect of over 60% in size; many of its hits are not listed in these tables
#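 HEK293T cells stably expressing RXFP1 were pretreated with the PDE4 inhibitor Ro 20174, exposed to compounds for 30 min at 37C, lysed, and cAMP was read by TR-FRET. Data normalized to buffer (basal) and 29 nM porcine relaxin (100%).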
# Vif-A3G inh: qHTS for Inhibitors of Vif-A3G Interactions: qHTS; HeLa A3G-eYFP + Vif (tagged APOBEC3G with the HIV-1 protein that degrades it), YFP fluorescence, overnight; Potency, µM (series often up to 46.1 µM), for inactives: at the top dose activity, negative = active, hits mostly inhibitors; actives 0.076% (n = 410,000); DNA dC->dU-editing enzyme APOBEC-3G (Homo sapiens), Q9HC16;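 also: % is scaled to controls: 0 for no effect and ±100 for the full control effect; nearly all actives have a fitted effect of over 60% in size; hits raise eYFP signal because A3G escapes Vif-driven loss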
# Target sequence (Q9HC16 whole entry, looked up): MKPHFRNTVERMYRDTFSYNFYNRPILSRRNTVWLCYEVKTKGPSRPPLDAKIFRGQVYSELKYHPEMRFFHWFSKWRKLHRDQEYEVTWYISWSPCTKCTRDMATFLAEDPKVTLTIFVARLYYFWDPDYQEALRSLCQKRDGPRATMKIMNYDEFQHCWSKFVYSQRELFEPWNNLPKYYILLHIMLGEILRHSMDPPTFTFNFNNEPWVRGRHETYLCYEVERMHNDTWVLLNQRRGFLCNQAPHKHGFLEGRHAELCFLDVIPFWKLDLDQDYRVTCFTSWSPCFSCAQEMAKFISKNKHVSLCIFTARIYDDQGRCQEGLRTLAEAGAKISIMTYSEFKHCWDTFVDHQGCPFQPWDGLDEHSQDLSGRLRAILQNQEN
#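 HeLa cells stably expressing Vif and C-terminally eYFP-tagged A3G, seeded overnight at 37 deg C, then exposed to compound by pintool overnight at 37 deg C. Rise in yellow fluorescence (Ex 488/Em 500-530, Acumen) marks blocked Vif-driven A3G degradation.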
# rTrxR1 inhibitor: qHTS Assay for Inhibitors of Mammalian Selenoprotein Thioredoxin Reductase 1 (TrxR1): qHTS | recombinant rTrxR1, NADPH fluorescence consumption, selenite substrate | AID 588453, 2011 | Thioredoxin reductase 1, cytoplasmic (Rattus norvegicus), O89049 | actives 1% (n = 390,000) | Potency, µM (doses to about 114 µM), for the others: at the highest dose activity change, negative = inhibition, actives largely listed as inhibitors; also: % is scaled to controls: 0 for no effect and ±100 for the full control effect; nearly all actives have a fitted effect of over 65% in size
#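 Rat TrxR1 (90 nM in the dispensed reagent) was pre-reduced with 400 uM NADPH for 5 min at room temperature, then incubated with compound for 15 min. After 400 uM selenite was added, NADPH fluorescence (Ex 340/Em 450 nm) was followed for 8 min.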
# ALOX12 inh: Primary qHTS assay for inhibitors of human arachidonate 12S-lipoxygenase (ALOX12): Round 2 | Polyunsaturated fatty acid lipoxygenase ALOX12 (Homo sapiens), P18054 | purified 12hLO, xylenol orange hydroperoxide absorbance | Potency, µM (titrated, usually from 108 µM), without a hit: at the highest dose activity change, negative = inhibition, usual class: inhibitors | actives 1.1% (n = 580,000); also: % is scaled to controls: 0 for no effect and ±100 for the full control effect
#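 Purified human 12hLO at 150 nM in 25 mM Hepes, 0.01% Triton X-100, pH 7.0, preincubated 15 min at room temperature with compound. Reaction started with 40 uM arachidonic acid, 30 min at room temperature. Hydroperoxide measured by Fe-xylenol orange, 573/405 nm absorbance ratio.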
# RGS4 inh: Inhibitors of Regulator of G Protein Signaling (RGS) 4: qHTS; AID 504845, 2011; Potency, µM (titrated, usually from 114 µM), for inactives: at the top dose activity change, negative = inhibition, hits mostly inhibitors; actives 0.039% (n = 390,000); Transcreener GDP fluorescence polarization, RGS4-accelerated GTP hydrolysis; also: % is scaled to controls: 0 for no effect and ±100 for the full control effect; nearly all actives have a fitted effect of over 75% in size; some results filed as inactive show a strong effect at the top dose
# Target sequence (P49798 whole entry, looked up): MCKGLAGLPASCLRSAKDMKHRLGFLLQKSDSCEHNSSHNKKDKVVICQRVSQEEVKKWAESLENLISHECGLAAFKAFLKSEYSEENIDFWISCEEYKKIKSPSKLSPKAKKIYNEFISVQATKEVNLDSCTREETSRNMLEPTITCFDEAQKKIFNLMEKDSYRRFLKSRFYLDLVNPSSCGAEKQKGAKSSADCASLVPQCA
#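 MLSMR compounds (23 nl, pin-transferred) preincubated 10 min at room temperature with a 500nM (2x) first reagent, then RGS4 at 900nM (2x) plus Transcreener GDP mix added; fluorescence polarization (620/688 nm) read before and after 90 min at 30 °C.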
# IDH1 R132H inh: qHTS for Inhibitors of mutant isocitrate dehydrogenase 1 (IDH1): qHTS. AID 602179, 2012. Isocitrate dehydrogenase [NADP] cytoplasmic (Homo sapiens), O75874. IDH1-R132H enzyme, NADPH consumption, diaphorase/resazurin fluorescence. Potency, µM (series often up to 76.6 µM), inactives show at the top dose activity change, negative = inhibition, actives largely listed as inhibitors. actives 0.093% (n = 390,000); also: % is scaled to controls: 0 for no effect and ±100 for the full control effect; nearly all actives have a fitted effect of over 65% in size
#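 IDH1-R132H (0.5 ug/mL) preincubated 30 min with compound, then NADPH (0.016 mM) and alpha-KG (2 mM) added; 80 min at RT, pH 7.5. Remaining NADPH coupled via diaphorase/resazurin to fluorescence (540/590 nm); concentration-response curves normalized to no-enzyme control.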
# Numbers without * were called inactive; ? = inconclusive; nt = not tested or not shown; [ ] = another dose, or the depositor's remark. Calls follow the shape of the dose curve; as a rule, active = well fitted curve in the direction sought with a large enough effect; inconclusive = small, poorly fitted or top-dose-only effect, or another doubt; inactive = no such curve, though single readings can be large; an effect the other way counts as inactive or inconclusive. Potency is read from the fitted curve at half-maximal effect. An excerpt; rates above refer to the full screens.
SMILES,TrxR1 substrate,USP1 inh,Vif-APOBEC3F blk,RXFP1 ag,Vif-A3G inh,rTrxR1 inhibitor,ALOX12 inh,RGS4 inh,IDH1 R132H inh
COc1cccc(C(=O)Nc2ccc(-c3cc(C(F)(F)F)nn3-c3ccccc3)cc2)c1,3.1%,-28.9%,-0.3%,-0.2%,2.5%,-4.1%,-3.3%,-16.1%,-0.4%
CCCc1cc(=O)[nH]c(N/N=C/C=C\c2ccccc2)n1,-10.5%,-24.1%,1.9%,1.1%,-3.7%,23.7%[57.1 µM],4.1%,?,7.4%
CC12CCC(=O)N1C(C(=O)Nc1ccc(F)c(Cl)c1)CS2 (stereo not given),6.2%[57.1 µM],-6.8%,1.0%,-0.8%,2.8%,20.6%[57.1 µM],5.7%,13.9%,-6.3%
COc1ccccc1NC(=O)C(=O)Nc1ccccn1,6.9%,-8.0%,-1.9%,-0.9%,-4.9%,7.3%,11.6%,11.3%,3.7%
C/C(=N\NC(=O)c1cc(-c2ccc(C)s2)[nH]n1)c1ccncc1,0.2%,-13.1%,-2.9%,0.6%,-1.5%,14.3%,-13.1%,19.5%,-5.1%
O=C(COc1ncnc2ccccc12)NCc1ccco1,3.6%,-3.1%,5.1%,2.1%,-2.2%,12.0%[57.1 µM],3.4%,5.5%,6.0%
Cc1cccc(C)c1NC(=O)Cn1nnc(C(=O)NCc2ccc(F)cc2)c1N,-9.0%,-19.6%,-0.9%,-3.2%,1.2%,-0.4%,-21.1%,-11.3%,-4.4%
Oc1cccnc1CN1CCOCC1,8.3%[57.1 µM],-2.5%,-5.4%,nt,-0.2%,-20.7%,-10.9%,-9.5%,5.4%
O=C(CCC1CCCC1)NCCCN1CCOCC1,8.0%,-12.7%,-9.1%,0.6%,-5.9%,33.6%,-1.4%,8.8%,-3.8%
CCOC(=O)c1cccc(NC(=O)Cn2c(=O)nc(-c3ccccc3)c3ccccc32)c1,1.1%[57.1 µM],-16.1%,1.2%,9.7%,0.6%,7.8%[57.1 µM],1.3%,27.4%,44.8%[activator]
COc1ccc(Cn2c(CCC(=O)Nc3cc(OC)c(OC)c(OC)c3)nc3cccnc32)cc1,2.2%,?,-2.2%,0.0%,-1.4%,6.3%,-20.8%,8.3%,6.3%
CC1(c2ccccc2)NC(=O)N(CC(=O)Nc2ccccc2N2CCCCC2)C1=O (stereo not given),1.5%,-19.5%,2.9%,3.7%,-0.1%,0.1%,?,-4.8%,2.7%
Cc1onc(-c2c(F)cccc2Cl)c1C(=O)Nc1nnc(-c2ccccc2)s1,-3.8%,-8.1%,-1.8%,7.9%,0.0%,0.1%,0.0%,-1.1%,-6.5%
COc1cc2nc(/C=C/c3ccc(N(C)C)cc3)sc2cc1SC,0.0%[57.1 µM],231.7%[activator],8.91µM*,0.4%,?,11.2%[57.1 µM],-28.7%,-22.9%,0.6%
Nc1nc(N)nc(-c2ccccc2-c2nc(N)nc(N)n2)n1,-0.8%[57.1 µM],-20.8%,-2.0%,-2.9%,-0.3%,3.0%[57.1 µM],?,-23.5%,-3.8%
Cc1ccc(NC(=O)CSc2ccccc2NC(=O)c2ccccc2Cl)cc1Cl,-6.6%,-7.9%,6.0%,2.3%,-7.1%,-4.9%,8.9%,-17.7%,3.8%
CCCn1c(SC(C)C(=O)NCC2CCCO2)nc2cc(Cl)ccc2c1=O (stereo not given),0.4%,4.1%,4.6%,-0.3%,-2.9%,7.1%,-0.4%,6.8%,-2.2%
CCOC(=O)Cc1nnc(NC(=O)C(CC)Sc2nncn2C)s1 (stereo not given),0.9%,-8.8%,-1.9%,0.6%,0.7%,-0.9%,-19.3%,12.3%,-0.1%
CC(=O)Nc1ccc(N(C(=O)CNC(=O)c2ccco2)C(C(=O)NCc2ccco2)c2ccccc2F)cc1 (stereo not given),14.2%,-9.5%,-1.3%,-0.2%,-4.1%,11.3%[57.1 µM],-2.0%,-21.8%,-1.0%
COC(=O)CN1C(=O)CSc2ccc(S(=O)(=O)N3CCOCC3)cc21,3.6%,0.9%,0.8%,1.6%,1.6%,20.4%,-9.7%,7.6%,18.7%

# The final 2 entries of the section above lead into the next:
SMILES,TrxR1 substrate,USP1 inh,Vif-APOBEC3F blk,RXFP1 ag,Vif-A3G inh,rTrxR1 inhibitor,ALOX12 inh,RGS4 inh,IDH1 R132H inh
CC(=O)Nc1ccc(N(C(=O)CNC(=O)c2ccco2)C(C(=O)NCc2ccco2)c2ccccc2F)cc1 (stereo not given),14.2%,-9.5%,-1.3%,-0.2%,-4.1%,11.3%[57.1 µM],-2.0%,-21.8%,-1.0%
COC(=O)CN1C(=O)CSc2ccc(S(=O)(=O)N3CCOCC3)cc21,3.6%,0.9%,0.8%,1.6%,1.6%,20.4%,-9.7%,7.6%,18.7%
CCC(C)NC(=O)Cn1c(COc2ccc(Cl)cc2Cl)nc2ccccc21 (stereo not given),-6.4%,-19.9%,8.6%,-0.8%,-0.4%,0.1%,-13.7%,-25.8%,-1.1%
CC(=O)N(C(C)=O)C1=C(C#N)C2(CCCCC2)Cc2ccccc21,12.4%,-4.7%,6.3%,1.6%,-12.5%,24.9%[57.1 µM],0.0%,22.4%[11.4 µM],4.5%
Cc1ccc(C)c(N2C(=O)CN=C2Nc2ccccc2Cl)c1,-2.0%[57.1 µM],-3.3%,-5.7%,-0.5%,0.9%,6.4%,0.0%,1.4%,-0.2%
COc1ccc(C(=O)N(CCN2CCOCC2)CC(=O)NC2CCCC2)cc1OC,-4.5%,-0.2%,-4.9%,1.5%,-4.1%,-8.4%,14.0%,-1.4%,0.3%
CCOC(=O)c1ccc(N2C(=O)c3n[nH]c(-c4cccs4)c3C2c2cccc(O)c2)cc1 (stereo not given),-5.0%,-13.8%,7.9%,2.7%,-29.2%,-5.0%,-8.2%,-7.9%,?
CCOC(=O)c1ccc(N=C2C(=S)N(c3ccc(C(=O)OCC)cc3)C(=N)N2/N=C/c2ccccc2)cc1,-16.1%,-20.3%,-10.3%,0.8%,0.1%,-17.7%,-23.6%,-24.1%,17.5%
COc1ccc(C)cc1NC(=O)c1ccc(N(C)S(C)(=O)=O)cc1,0.8%,-5.8%,1.4%,0.8%,-0.1%,9.7%,-11.6%,13.5%,16.2%
CCO[C@@H]1OC(C(=O)N2CCN(C)CC2)=C[C@H](c2ccc(C(F)(F)F)cc2)[C@H]1CCCO,-2.0%,-6.7%,6.7%,0.2%,-3.8%,-6.7%,-11.0%,18.2%,-3.4%
O=C(O)Cn1cc(/C=N/Nc2ccc([N+](=O)[O-])cn2)c2ccccc21,-3.0%[57.1 µM],-11.9%,4.5%,-2.9%,-5.7%,-12.3%[57.1 µM],?,-34.1%,10.3%
CN(CCc1ccccn1)C(=O)c1nn2c(C(F)(F)F)cc(-c3ccco3)nc2c1Cl,10.1%[57.1 µM],-11.6%,-9.3%,1.3%,-8.0%,-56.1%,-7.1%,-3.0%,-5.5%
CCOC(=O)c1c(SC)n(-c2ccccc2)c(=S)n(-c2ccccc2)c1=O,2.6%,-26.8%,6.5%,-1.3%,-0.5%,10.6%,-2.7%,12.0%,5.0%
COc1ccccc1C(=O)NC(=O)Cn1nc(C)c([N+](=O)[O-])c1C,-2.8%,-6.4%,1.1%,0.1%,-4.2%,-12.2%,-24.9%,-14.3%,3.8%
COc1ccc(NC(=O)c2ccc3ccccc3n2)cc1S(=O)(=O)N1CCCCC1,2.3%[57.1 µM],-19.1%,-16.7%,-0.9%,-4.7%,11.3%[57.1 µM],-21.2%,1.8%,-2.4%
Cc1ccc(NC(=O)CSc2nc3c(c(=O)[nH]2)CCC3)cc1C,1.6%,-8.6%,-9.0%,1.8%,0.5%,10.0%,8.3%,14.5%,3.7%
COc1ccccc1CNC(=O)Cn1c(=O)c2cccn2c2cccnc21,5.5%,-4.3%,2.2%,0.1%,0.9%,11.6%,-6.9%,-8.3%,15.5%
CCOC(=O)C1(Cc2ccccc2)CCN(Cc2ccc(C)s2)CC1,4.9%[57.1 µM],-3.5%,?,2.5%,1.4%,18.8%[57.1 µM],-2.9%,30.7%,21.3%
O=C1CC(=Nc2ccc([N+](=O)[O-])cc2)NN1c1c(Cl)cc(Cl)cc1Cl,nt,?,5.8%,nt,-0.9%,nt,31.6µM*,nt,2.5%
O=C(CN1C(=O)C2CCCCN2C(=O)c2ccccc21)N1CCCc2ccccc21 (stereo not given),3.5%,-19.1%,-5.9%,0.5%,-0.2%,23.8%[57.1 µM],-18.4%,5.1%,-1.3%

# Source: PubChem BioAssay
